# Screening results deposited in PubChem BioAssay by Sanford-Burnham Center for Chemical Genomics.
# Jurkat NFkB inh: inhibitors of induced NF-kB luciferase reporter, primary screen, TCR NF-kB activation inhibitor project, cell-based, luminescence, uHTS. inhibition, % at 4 µM. 330,000 compounds, 0.53% hits. Jurkat, PMA/ionomycin-induced NF-kB luciferase reporter. AID 435003, 2010
# SENP8 block: SENP8 protease inhibitors, primary screen, biochemical, luminescence; Sentrin-specific protease 8 (Homo sapiens), Q96LD8; purified SENP8, Z-RLRGG-aminoluciferin cleavage; inhibition, % at 10 µM; 330,000 compounds, 1.2% hits; AID 2540, 2010
# Target sequence (Q96LD8 whole entry, looked up): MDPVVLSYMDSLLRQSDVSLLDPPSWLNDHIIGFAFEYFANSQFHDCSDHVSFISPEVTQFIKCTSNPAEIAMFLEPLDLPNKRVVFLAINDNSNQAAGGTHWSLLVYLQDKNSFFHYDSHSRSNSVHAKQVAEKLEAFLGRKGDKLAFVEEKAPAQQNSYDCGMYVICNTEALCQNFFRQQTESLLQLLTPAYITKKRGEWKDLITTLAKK
# Apaf-1 inh: inhibitors of human Apaf-1 apoptosome, primary screen, biochemical, DEVD-Rh110 fluorescence, uHTS; reconstituted apoptosome caspase-3 activity; 330,000 compounds, 0.71% hits; inhibition, % at 20 µM; active means inhibition of at least 40% at 20 µM;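 further: plate controls were DMSO wells for no effect and DEVD-CHO caspase inhibitor wells for full effect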
#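 System: reconstituted apoptosome with Apaf-1, cytochrome c, caspase-9, procaspase-3, dATP; Signal: Rh110 fluorescence intensity; Schedule: 30 min compound preincubation, 50 min activation, room temperature; Reagent: cytochrome c trigger plus (Z-DEVD)2-Rh110 caspase-3 substrate.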
# HKDC1 inhibitor: HKDC1 hexokinase inhibitors, primary screen, biochemical, fluorescence, uHTS | Q2TB90 | recombinant HKDC1, G6PDH/diaphorase resazurin coupled fluorescence | inhibition, % at 20 µM | 340,000 compounds, 0.16% hits | AID 493160, 2011;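 active means inhibition above about 35% when tested at 20 µM, limit read from the data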;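 further: plate controls were DMSO wells with enzyme for no effect and DMSO wells lacking enzyme for full effect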
#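 Material – in-house recombinant HK5 (HKDC1) enzyme · Quantity – HKDC1 at 5 µg/mL · Buffer or medium – pH 8.0 Tris buffer with 10 mM MgCl2 · Reagent – glucose with 1 mM ATP · Dosing – single 20 µM dose · Times – reaction time 90 min, room temperature, protected from light · Technique – resorufin fluorescence at 613 nm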
# UBC13 inh: UBC13 polyubiquitin chain formation inhibitors, primary screen, biochemical, TR-FRET, uHTS; inhibition, % at 20 µM; Ubiquitin-conjugating enzyme E2 N (Homo sapiens), P61088; 330,000 compounds, 0.47% hits; in the data active means inhibition above about 45%, passing the limit was not always enough
# Target sequence (P61088 whole entry, looked up): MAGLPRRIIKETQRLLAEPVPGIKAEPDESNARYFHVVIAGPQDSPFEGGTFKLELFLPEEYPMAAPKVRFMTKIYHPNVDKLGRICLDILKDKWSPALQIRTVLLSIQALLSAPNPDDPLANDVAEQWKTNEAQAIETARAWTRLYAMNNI
# 697 NFkB inh: inhibitors of PMA/ionomycin-induced NF-kB reporter, 697 cells, primary screen, B-cell NF-kB inhibitor project, cell-based, luminescence, uHTS. 697 B-cell NF-kB luciferase reporter, 16 h. inhibition, % at 4 µM. 330,000 compounds, 0.33% hits. AID 435022, 2010; in the data active means inhibition above about 35%
# Gli-Sufu block: Gli-Sufu pathway antagonists, primary screen, luciferase luminescence, Sufu-KO-LIGHT cells, uHTS | inhibition, % at 5 µM | Sufu-KO-LIGHT fibroblasts, Gli luciferase reporter luminescence | 340,000 compounds, 0.74% hits;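 active means inhibition above about 55%, limit read from the data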;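 further: 0% = DMSO-treated cells and 100% = wells with medium but no cells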
# SENP7 inh: SENP7 protease inhibitors, primary screen, biochemical, luminescence, uHTS; 330,000 compounds, 1.5% hits; recombinant SENP7, Z-RLRGG-aminoluciferin luminescence, 40 min; inhibition, % at 5 µM; Sentrin-specific protease 7 (Homo sapiens), Q9BQF6;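 active means inhibition above about 50% at the single test dose, limit read from the data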;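 further: plate controls were DMSO with enzyme for no effect and no enzyme buffer wells for full effect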
# Target sequence (Q9BQF6 706-1050 limits assumed): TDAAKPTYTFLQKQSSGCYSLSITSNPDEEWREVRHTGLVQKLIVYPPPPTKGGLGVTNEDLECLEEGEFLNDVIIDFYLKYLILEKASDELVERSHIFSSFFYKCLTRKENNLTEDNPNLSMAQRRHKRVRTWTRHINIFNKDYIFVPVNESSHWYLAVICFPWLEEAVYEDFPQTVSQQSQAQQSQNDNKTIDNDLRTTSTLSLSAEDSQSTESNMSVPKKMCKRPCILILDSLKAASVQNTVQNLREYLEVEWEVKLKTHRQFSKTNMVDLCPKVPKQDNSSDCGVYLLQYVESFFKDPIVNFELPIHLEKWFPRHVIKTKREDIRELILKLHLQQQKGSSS
# Active calls of the source: *; nt = not tested or not shown. Unless noted, no stated cut-off is given here; in the data, active means inhibition above about 50%; inactive means the rest. An unsorted share of the library (roughly 3.6% active in at least one column).
SMILES,Jurkat NFkB inh,SENP8 block,Apaf-1 inh,HKDC1 inhibitor,UBC13 inh,697 NFkB inh,Gli-Sufu block,SENP7 inh
Cc1ccc(-c2nc3ccccc3nc2NN)cc1,-115,85*,9,2,3,-170,-79,79*
S=C1NC2(CCCCC2)N=C1c1ccccc1,1,-2,-4,17,15,-10,-3,-4
C/C(=N\N1CCN(C)CC1)c1ccc(Cl)c(Cl)c1,-20,1,-8,-3,-2,2,14,-6
CCCc1cc(=O)oc2cc(OCc3nn[nH]n3)ccc12,-3,-1,1,1,10,24,-1,-1
CSc1ccccc1NC(=O)CN1CCN(S(=O)(=O)c2ccccc2[N+](=O)[O-])CC1,-1,-9,10,-2,29,23,1,-6
COc1ccc(C)cc1NC(=O)c1ccccc1NS(=O)(=O)c1ccc(Cl)s1,10,2,7,18,-10,-23,22,8
COc1ccc(C)cc1S(=O)(=O)NC1CCCCCC1,4,6,8,-3,0,-2,-1,-5
CC(C)C(NCC(=O)Nc1ccccc1C(=O)NC1CC1)c1ccccc1 (stereo not given),12,-4,2,-3,-5,1,3,0
CCCNC(=O)c1[nH]c(C)c(C(C)=O)c1C,-1,-3,7,-5,0,-6,5,-4
COc1ccc(OC)c(NC(=O)C2CCN(S(=O)(=O)c3ccc4c(c3)CC(C)N4C(C)=O)CC2)c1 (stereo not given),6,3,5,-4,-3,-19,-11,-5
Cc1c(C(=O)OCC(=O)NCC2CCCO2)cccc1[N+](=O)[O-] (stereo not given),7,-4,1,-3,-3,31,17,-2
COc1cc(C)ccc1S(=O)(=O)N1CCN(C23CC4CC(CC(C4)C2)C3)CC1,-3,-8,0,-2,-6,6,20,-6
S=c1[nH]nc(-c2ccco2)n1/N=C/C(Cl)=C/c1ccccc1,-43,7,8,11,-1,-245,-28,2
CCOC(=O)Nc1ccc(NS(=O)(=O)c2ccc(C)cc2)cc1,9,3,6,0,5,7,4,2
O=S(=O)(Nc1cccc(S(=O)(=O)N2CCCC2)c1)c1cccs1,9,-2,5,-7,-7,-7,14,-4
COc1cccc(CC(=O)OCC(=O)N(C)CC(=O)Nc2ccc(Cl)c(C(F)(F)F)c2)c1,-2,-10,11,1,25,-17,-6,-9
O=C1CN(S(=O)(=O)c2ccc(Cl)cc2)CC(=O)N1CCc1ccccc1,-2,-4,-7,-11,6,-5,1,-9
O=C(NCC1CCS(=O)(=O)C1)Oc1ccccc1 (stereo not given),3,4,1,-12,2,10,-1,-1
CCCN(CCC)CCCNC(=O)Cn1cnc2sc(C)c(S(=O)(=O)N3CCOCC3)c2c1=O,3,4,4,-7,-1,7,-15,1
COc1cccc(CNC(=O)[C@@H](C)N2C(=O)N3CCc4c([nH]c5ccc(OC)cc45)C3(C)C2=O)c1 (stereo not given in full),10,0,14,-3,8,6,9,9
COc1ccc(O)c(C(=O)c2cnn(C(=O)c3cc(C)oc3C)c2)c1,-8,1,9,4,1,17,-12,2
COc1ccccc1OCc1nc2ccccc2s1,-140,94*,4,-6,-1,-294,-61,97*
O=C(Nc1sc2c(c1C(=O)O)CCCCC2)c1cccs1,-98,95*,4,-7,-8,-115,-63,71*
Cc1cc(C(=O)Nc2ccc(Cl)cc2)c(C)n1-c1ccccc1,37,89*,4,3,1,-81,69*,91*
Cc1ccc(-n2c(=O)c3c4c(sc3n3c(C)nnc23)COC(C(C)C)C4)cc1 (stereo not given),15,5,2,-2,-1,13,21,-1
CN(CC(=O)Nc1ccc(Cl)cc1)C(=O)c1ccc(COc2ccccc2)cc1,-1,2,3,-5,-7,-6,4,4
CCOC(=O)c1[nH]cnc1C(=O)N[C@@H](C)c1ccccc1,-4,-6,-6,-2,-22,21,-5,-3
COc1ccc(NC(=O)Cn2nnc(C(=O)NCCc3ccccc3)c2N)c(OC)c1,-4,-3,1,3,-4,-2,44,13
COc1ccccc1/C=C/c1nc(S(=O)(=O)c2ccccc2)c(N(C)C)o1,2,1,16,1,15,19,-10,-1
CCC1CN(C(=O)N2CCC(C(=O)NCc3ccc(C)o3)CC2)c2cc(C)ccc2O1 (stereo not given),6,1,10,-5,3,17,9,22
COc1ccccc1N1CCN(C(=O)c2cccc(C(=O)N3CCN(c4ccccc4OC)CC3)c2)CC1,8,-1,3,-4,-6,2,19,9
COc1ccccc1C(=O)Nc1ccc(S(=O)(=O)Nc2cc(C)on2)cc1,2,3,-5,2,5,26,3,-3
CCN(CC(=O)Nc1c(F)cccc1F)C(=O)c1ccc(N2CCOCC2)c([N+](=O)[O-])c1,-32,-2,0,-4,-8,5,15,-3
CCOc1ccc(Cl)cc1CNc1nnnn1C,-10,-13,1,-7,-19,2,51,-3
Cc1ccc2c(Cl)cc(Cl)c(OCC(=O)Nc3cccc(S(N)(=O)=O)c3)c2n1,5,7,13,8,4,4,-5,4
Cc1ccc(CNC(=O)COC(=O)c2cncc(Br)c2)cc1,-2,-7,-1,-1,2,8,-17,4
O=C(CSc1nnc(COc2ccccc2)o1)NCCc1ccccc1,4,-2,-6,1,6,14,-3,9
O=[N+]([O-])c1ccccc1/C=C/C=N/Nc1ccc(S(=O)(=O)Nc2ccc(Cl)cc2)cc1[N+](=O)[O-],11,-7,-2,2,-71,-6,4,2
O=C(CN(C(=O)c1csnn1)c1cccc(Cl)c1)NCCc1ccccc1,-17,-9,-1,-2,-3,13,-9,-4
CCOC(=O)CSc1nc(C)nc2c1sc1nc(C)c(C(C)=O)c(-c3ccc(OC)cc3)c12,9,-6,14,9,-16,-26,1,-9
O=S(=O)(c1cccs1)N1CCN(Cc2cccc(F)c2)CC1,2,1,9,3,-3,14,6,-3
Cc1nc(-c2ccccc2)sc1C(N)=O,-10,-5,-9,-5,4,15,-8,-3
Cc1ccc(NC(=O)C(=S)NCc2ccco2)cc1,5,-11,-5,-5,-11,-23,-49,7
N=C1/C(=C/c2ccco2)C(=O)N=C2SC(CC(=O)N3CCCC3)=NN12,-4,-1,-3,3,-15,-2,-17,17
O=C(NCCc1ccccc1)C(=O)N/N=C/c1ccccc1C(F)(F)F,10,2,-11,-3,2,15,-2,0
COc1ccccc1NC(=O)CNC(=O)c1ccc([N+](=O)[O-])cc1,0,2,-5,-3,21,14,-19,-2
CS(=O)(=O)N1N=C(c2ccc3nccnc3c2)CC1c1ccccc1 (stereo not given),-7,5,4,10,-9,-22,-5,6
O=C(Nc1ccccc1)N1CCc2ccccc2C1,-50,-7,-6,-1,5,-54,-43,8
COc1ccc2c(C)cc(SCC(=O)Nc3ncc(Cl)cc3Cl)nc2c1,14,-4,16,-5,23,-1,-5,-2
COc1ccc(N)cc1S(=O)(=O)Nc1ccccc1Cl,-11,-3,10,-7,-4,-14,1,9

# Carrying on:
SMILES,Jurkat NFkB inh,SENP8 block,Apaf-1 inh,HKDC1 inhibitor,UBC13 inh,697 NFkB inh,Gli-Sufu block,SENP7 inh
COCc1c(C(=O)N2CCN(S(=O)(=O)c3ccccc3Cl)CC2)oc2ccccc12,14,0,13,-2,3,9,2,-4
COc1cc(/C=N/N=C2/SCC(=O)N2c2ccc(O)cc2)ccc1O,9,-5,-1,-1,2,13,6,4
Fc1ccc(CSc2ncnc3sc4c(c23)CCCC4)cc1,-6,-20,12,3,-7,-4,4,-2
NC(CCCCc1ccccc1)c1cccc2ccccc12 (stereo not given),7,-10,22,nt,54*,-1,nt,-1
COc1ccc(C2(C(=O)Nc3ccc(C)cc3)CCOCC2)cc1,-1,3,-8,-11,9,6,0,1
COc1cccc(/C=C/C(=O)OCC(=O)NC(=O)NC2CCCC2)c1,9,2,-6,-7,12,23,-3,-1
O=C(CN1C(=O)NC2(CCCC2)C1=O)NNC(=O)c1ccc(Br)cc1,-11,-3,1,-4,-1,-6,14,11
CC(C(=O)Nc1ccc(S(=O)(=O)N2CCCCC2)cc1)N1CCN(c2ccccn2)CC1 (stereo not given),21,2,-3,nt,14,-6,nt,6
COc1ccc(NC(=O)N2CCCC2C(=O)Nc2ccc(C)c(Cl)c2)cc1 (stereo not given),-3,-6,16,4,-12,-16,3,-3
O=C(Nc1nc2ccccc2s1)c1cccc(N2C(=O)CCC2=O)c1,-1,-5,1,-1,3,-58,-41,-3
C/C(=N\NC(=O)c1ccc2c(c1)OCCO2)c1ccccc1,6,86*,-5,-9,4,-76,-49,96*
Nn1c(CN2CCCCC2)nc2ccccc2c1=O,-3,2,-28,-17,-4,-10,1,5
CCOC(=O)c1c(CC(C)C)csc1NC(=O)COC(=O)C1=NNC(=O)CC1,9,0,17,0,3,-12,0,-1
O=C(O)c1cccc(NC(=O)C2CCCO2)c1 (stereo not given),9,0,2,-4,3,20,1,14
COc1ccc(OC)c(N=C2C(=O)Nc3ccccc32)c1,7,0,1,-5,-15,17,10,-3
COc1ccc(NC(=O)C2CCC(=O)N2S(=O)(=O)c2ccc(C)cc2)cc1Cl (stereo not given),-44,1,9,3,0,-27,5,-7
C/C(=N/NC(=O)c1cccs1)c1cccc(N)c1,-16,-5,-4,-12,8,-17,-30,-5
COc1ccc(S(=O)(=O)Nc2cc3[nH]c(=O)oc3cc2C)cc1,17,3,-1,11,-1,2,7,-3
COCCn1c(-c2ccc(Cl)cc2)nc2oc3cc(OC)ccc3c(=O)c2c1=O,-24,4,-19,-6,1,15,39,-3
C=CCNC(=O)c1ccc2nc(-c3ccccc3)c(-c3ccccc3)nc2c1,-10,-9,22,2,1,-8,0,-4
O=C(CSC1=Nc2ccccc2C2=NC(c3ccccc3)C(=O)N12)NCC1CCCO1 (stereo not given),18,-9,-6,-2,8,-2,1,-3
COc1cc(NC(=O)Cn2cnc(S(=O)(=O)N3CCC(C)CC3)c2)cc(OC)c1OC,-3,2,-5,-2,8,18,-9,4
Cc1cccc(C)c1NC(=O)N1C2CCC1CC(O)(c1cccnc1)C2 (stereo not given),-11,-3,7,-3,-6,0,2,-8
COc1cccc(-n2c(=O)n(Cc3ccccc3)c(=O)c3[nH]cnc32)c1C,2,1,-8,2,6,14,3,3
